High-throughput results (PubChem BioAssay)
Avidin fluor = compound fluoresces at 488/530 nm on avidin beads | compound fluorescence 488/530 nm, flow cytometry; hits give high values | fluorescence (KMESF) at 10 µM | 220,000 compounds, 0.38% hits | AID 1775; in the data active means fluorescence above about 47; further: inactives centre near 10
HRas wt GTP bind = human HRas wildtype GTP binding, change in either direction; GST-Ras wt beads, Bodipy-FL-GTP binding, flow cytometry; actives lie on both sides; 190,000 compounds, 0.14% hits; GTP binding activity, % at 10 µM;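 active means GTP binding activity at least 20% away from the 100% baseline, either lowered as inhibitor or raised as activator; inconclusive means flagged as likely green fluorescent, judged across all proteins in the well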;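 further: 0% = unlabeled GTP competition control and 100% = no-compound control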
Target sequence (P01112 whole entry, looked up): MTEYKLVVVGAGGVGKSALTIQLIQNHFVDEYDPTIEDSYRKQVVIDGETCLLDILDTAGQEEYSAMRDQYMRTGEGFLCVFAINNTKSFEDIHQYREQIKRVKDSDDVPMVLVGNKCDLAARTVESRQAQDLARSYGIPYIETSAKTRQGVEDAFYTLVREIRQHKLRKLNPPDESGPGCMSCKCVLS
Mcl1-Bid inh = Mcl-1/Bid interaction inhibition; 220,000 compounds, 0.97% hits; Q07820; TR-FRET Mcl-1/Bid-Dy647 peptide binding, 1536-well; inhibition, % at 21.7 µM;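 active means compounds that cut the binding signal by more than half at the single screening dose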;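 further: His-tagged Mcl-1 with europium anti-His antibody binding Bid BH3 peptide; 0% = Mcl-1 plus peptide wells and 100% = peptide-only wells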
Target sequence (Q07820 whole entry, looked up): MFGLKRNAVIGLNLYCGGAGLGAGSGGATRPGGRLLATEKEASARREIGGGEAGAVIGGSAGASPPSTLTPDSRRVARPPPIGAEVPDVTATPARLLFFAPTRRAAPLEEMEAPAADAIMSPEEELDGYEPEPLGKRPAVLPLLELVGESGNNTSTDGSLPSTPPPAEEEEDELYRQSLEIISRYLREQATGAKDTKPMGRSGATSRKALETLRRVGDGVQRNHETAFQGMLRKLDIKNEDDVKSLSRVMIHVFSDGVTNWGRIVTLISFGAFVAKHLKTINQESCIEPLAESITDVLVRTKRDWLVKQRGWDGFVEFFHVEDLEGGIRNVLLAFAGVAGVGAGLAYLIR
Pf gamet viab = P. falciparum stage V gametocyte viability inhibition | 150,000 compounds, 0.065% hits | inhibition, % at 10.9 µM | P. falciparum stage V gametocytes, ATP luminescence, 24 h | AID 743093;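 active means inhibition above the mean plus 3 SD of compounds within the control limits, set per campaign, cut at about 38% in these data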;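 further: 0% = DMSO wells and 100% = medium only without gametocytes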
Rac1 act GTP bind = alters GTP binding to activated mutant human Rac1. GST-Rac1 activated beads, fluorescent GTP binding, flow cytometry; actives lie on both sides; 100% means binding = to untreated wells. P63000. 190,000 compounds, 0.11% hits. percent activity (GTP binding), % at 10 µM;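 active means GTP binding at least 20 percentage points away from the 100% baseline, in either direction, so actives lie on both sides; inconclusive means Compound likely fluorescent itself, or too few beads counted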
Rab7 wt modul = modulators of GTP binding to dog Rab7 wildtype GTPase; GST-Rab7 beads, fluorescent GTP binding, flow cytometry; actives lie on both sides; untreated = 100%, excess cold GTP = 0%; GTP binding activity (percent of control), % at 10 µM; 190,000 compounds, 0.055% hits;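 active means fluorescent GTP binding to Rab7 beads changed by at least 20 points from the 100% baseline, either direction, mostly lower; inconclusive means compound itself probably fluorescent, or too few beads counted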;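 further: median green fluorescence of bound Bodipy-FL-GTP per Rab7 bead population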
Mcl1-Noxa inh = Mcl-1/Noxa interaction inhibition. Q07820. TR-FRET Mcl-1/Noxa peptide binding, 2 h. inhibition, % at 21.7 µM. 220,000 compounds, 1.5% hits. AID 1022;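 active means compounds that cut the protein-peptide binding signal by more than 50% relative to plate controls in a single-dose test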;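 further: His-tagged Mcl-1 with rhodamine Noxa BH3 peptide and terbium anti-His antibody; 0% = Mcl-1 plus Noxa peptide wells and 100% = peptide-only wells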
Cdc42 wt = modulators (inhibitors or activators) of GTP binding to human Cdc42 wildtype; GST-Cdc42 beads, Bodipy-GTP binding, flow cytometry; actives lie on both sides; percent activity (GTP binding), % at 10 µM; P60953; 190,000 compounds, 0.2% hits;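 active means percent activity GTP binding at least 20 points away from the 100% baseline, either down as inhibitor or up as activator; inconclusive means compound flagged as likely green fluorescent from well-wide comparison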;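 further: median bead fluorescence of bound Bodipy-FL-GTP at 100 nM; 0% = excess unlabeled GTP control and 100% = no compound control; below 100% means less GTP binding so inhibitor and above means activator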
Target sequence (P60953 whole entry, looked up): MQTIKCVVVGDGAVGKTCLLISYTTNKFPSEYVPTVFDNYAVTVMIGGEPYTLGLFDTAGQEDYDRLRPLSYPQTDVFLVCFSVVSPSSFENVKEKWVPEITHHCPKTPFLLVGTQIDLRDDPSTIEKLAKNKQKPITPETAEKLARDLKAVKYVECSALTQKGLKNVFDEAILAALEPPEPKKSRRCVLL
Rab2 wt GTP = changes GTP binding to wildtype dog Rab2A, up or down | GST-Rab2 wt beads, Bodipy-GTP binding, flow cytometry | AID 760 | P61105 | GTP binding activity, % at 10 µM | 190,000 compounds, 0.19% hits;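 active means GTP binding activity at least 20 points away from 100%, either lowered or raised; inconclusive means signal likely due to the compound's own green fluorescence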;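 further: 0% = beads with excess unlabeled GTP and 100% = no-compound control corrected for plate trend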
GSH bead fluor = GSH bead compound fluorescence profile. AID 1776. 190,000 compounds, 0.25% hits. fluorescence (KMESF) at 10 µM. GSH beads flow cytometry, compound fluorescence 488/530 nm; hits give high values; in the data active means fluorescence above about 89;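 further: glutathione beads carrying GST-tagged Bcl family fusion proteins plus one bare bead set; values are compound well signal with DMSO vehicle wells as background; inactives centre near 16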
Rac1 wt GTP bind = alters GTP binding to wildtype human Rac1; P63000; GST-Rac1 beads, fluorescent GTP binding, flow cytometry; actives lie on both sides; 0 = cold GTP competed, 100 = untreated; GTP binding activity (% of control), % at 10 µM; 190,000 compounds, 0.27% hits; AID 757;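 active means GTP binding activity at least 20 points away from the 100% control level, either lower or higher; inconclusive means compound flagged as likely green fluorescent, judged across all proteins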
Starred values were filed as active, the others as inactive; ? = inconclusive; . = not tested or not shown.

item	molecule	Avidin fluor	HRas wt GTP bind	Mcl1-Bid inh	Pf gamet viab	Rac1 act GTP bind	Rab7 wt modul	Mcl1-Noxa inh	Cdc42 wt	Rab2 wt GTP	GSH bead fluor	Rac1 wt GTP bind
1	Cc1ccc(C(=O)NCc2occc2C(=O)O)o1	9	98	-12	.	97	97	4	100	99	31	98
2	O=C(CC1S/C(=N/N=C/C=C/c2ccccc2)NC1=O)Nc1ccc(Cl)c(Cl)c1 (stereo not given)	9	97	-14	18	96	99	-72	98	97	17	100
3	COc1ccc(N(Cc2ccco2)C(=O)c2ccccc2F)cc1OC	34	103	-6	-9	101	103	-8	104	102	17	104
4	N#C/C(=C\c1ccc2c(c1)OCCO2)C(=O)NC1CCCCC1	15	99	-12	-6	99	100	9	100	100	15	102
5	Cc1ccc(CSCC(=O)NCc2cccs2)cc1	10	101	-11	-14	95	106	23	96	101	21	99
6	Cc1ccc(NCc2nnc(SCC#N)o2)c(C)c1	5	105	-34	.	100	102	-10	102	101	16	107
7	CCc1cc2cc(C(=O)N3CCN(Cc4ccccc4)CC3)sc2s1	30	90	8	.	91	92	16	90	91	16	92
8	CN1CCN(NC(=O)CN2C(=O)/C(=C/c3ccccc3Cl)SC2=S)CC1	12	96	-66	.	95	95	.	95	94	35	93
9	O=C1CCC/C1=C/Nc1ccc(Cl)cc1	9	98	-48	7	97	100	-1	95	100	11	97
10	Cc1cccc(CSC2=NCCN2C(=O)c2ccco2)c1	6	96	6	.	96	99	17	98	98	23	98
11	Cc1cc(NC(=O)c2ccc(S(=O)(=O)N3CCCC3)cc2)nc2c1c(=O)oc1ccccc12	37	94	8	-16	97	97	-46	94	93	25	93
12	CCOC(=O)C1(CCCc2ccccc2)CCN(CCCn2cccn2)CC1	5	98	-38	6	95	98	10	99	99	18	97

The closing five entries of the part above come first, to join the parts.
item	molecule	Avidin fluor	HRas wt GTP bind	Mcl1-Bid inh	Pf gamet viab	Rac1 act GTP bind	Rab7 wt modul	Mcl1-Noxa inh	Cdc42 wt	Rab2 wt GTP	GSH bead fluor	Rac1 wt GTP bind
8	CN1CCN(NC(=O)CN2C(=O)/C(=C/c3ccccc3Cl)SC2=S)CC1	12	96	-66	.	95	95	.	95	94	35	93
9	O=C1CCC/C1=C/Nc1ccc(Cl)cc1	9	98	-48	7	97	100	-1	95	100	11	97
10	Cc1cccc(CSC2=NCCN2C(=O)c2ccco2)c1	6	96	6	.	96	99	17	98	98	23	98
11	Cc1cc(NC(=O)c2ccc(S(=O)(=O)N3CCCC3)cc2)nc2c1c(=O)oc1ccccc12	37	94	8	-16	97	97	-46	94	93	25	93
12	CCOC(=O)C1(CCCc2ccccc2)CCN(CCCn2cccn2)CC1	5	98	-38	6	95	98	10	99	99	18	97
13	O=C(NCCc1ccc(F)cc1)c1ccc([N+](=O)[O-])cc1	10	99	-29	7	95	110	-11	97	98	10	98
14	CCOc1cc(/C=C2/C(=O)ON=C2C)ccc1OCc1ccccc1	5	94	7	.	91	95	20	94	92	11	92
15	CCN(CC)CCNCc1ccc(-c2ccc(Cl)cc2)o1	12	101	-46	23	94	96	9	101	95	41	99
16	COc1ccc(S(=O)(=O)N2CCN(Cc3ccccc3)CC2)cc1	34	97	1	.	95	96	24	99	96	17	97
17	O=C(NCc1ccccn1)c1ccc(NC(=O)c2ccco2)cc1	9	98	-11	.	96	97	-3	97	95	20	95
18	COc1cc(NC(=O)CSc2nc3c(C)ccc(C)c3cc2C)c(C(=O)O)cc1OC	4	100	-10	.	97	103	3	97	100	14	99
19	CC(=O)c1c(C(C)=O)c(C)n(Cc2ccc(Cl)cc2)c1C	15	101	-23	.	99	103	13	103	102	20	104
20	O=C(CCc1ccccc1)Nc1ncn[nH]1	5	101	6	-27	98	105	-1	101	102	18	98
21	CC1=C(C(=O)OC2CCCCC2)C(c2ccc(C)o2)C2=C(CCCC2=O)N1 (stereo not given)	26	97	-9	.	96	98	19	98	99	29	99
22	CC1(C)Cc2nc3sc4c(OCc5ccccc5)ncnc4c3cc2CO1	11	98	12	7	92	97	27	96	94	35	94
23	CCCc1cc(=O)[nH]c(N/N=C/C=C\c2ccccc2)n1	7	98	-13	15	96	101	10	95	101	20	98
24	Cc1cccc(S(=O)(=O)Nc2nc3ccccc3nc2NCc2ccco2)c1	13	92	14	-38	88	92	19	90	90	29	85
25	CCOC(=O)CON1C(=O)c2ccccc2C1=O	7	102	-11	-23	103	96	-13	102	100	5	105
26	CC(OC(=O)CCc1nc2ccccc2c(=O)[nH]1)C(=O)NCc1ccc2c(c1)OCO2 (stereo not given)	22	99	-18	-8	93	102	-8	98	99	16	101
27	Cc1oncc1C(=O)NC(C)C	4	100	-3	.	100	102	-8	102	101	17	103
28	Cc1nc2ccccc2c(=O)n1NC(=O)c1c(O)c2c(n(CC(C)C)c1=O)CCCC2	31	97	-13	9	96	98	12	96	95	22	96
29	O=C(CCNc1ccc(Cc2ccncc2)cc1)c1ccc([N+](=O)[O-])cc1	11	98	-36	-2	91	103	10	97	98	11	97
30	COC(=O)N/N=C/c1sc(N2CCCCC2)nc1-c1cccs1	10	92	-35	-8	96	96	19	95	95	27	97
31	Cn1cccc1/C=N/NC(=O)c1ccc[n+]([O-])c1	9	99	-38	-17	96	106	2	98	100	14	99
32	Cn1c(=O)oc2cc(S(=O)(=O)Nc3cccc4c3CCCC4)ccc21	9	97	-50	.	102	93	6	98	97	5	104
33	O=C(O)c1ccc(N2CCCC2=O)cc1	16	98	-34	.	97	94	5	98	98	6	97
34	COC(=O)CSc1nc2cc3c(cc2cc1C)OCO3	9	94	9	8	95	97	-23	96	92	11	95
35	COc1cccc(C(=O)NNC2=CC(=O)CC(C)(C)C2)c1	13	99	-67	.	100	104	-16	96	103	7	98
36	CCOC(=O)C1=C(N)Oc2cc(O)ccc2C1c1ccc([N+](=O)[O-])cc1 (stereo not given)	12	?	-28	19	?	?	9	?	?	15	?

Two records picked at random from those above:
item	molecule	Avidin fluor	HRas wt GTP bind	Mcl1-Bid inh	Pf gamet viab	Rac1 act GTP bind	Rab7 wt modul	Mcl1-Noxa inh	Cdc42 wt	Rab2 wt GTP	GSH bead fluor	Rac1 wt GTP bind
14	CCOc1cc(/C=C2/C(=O)ON=C2C)ccc1OCc1ccccc1	5	94	7	.	91	95	20	94	92	11	92
4	N#C/C(=C\c1ccc2c(c1)OCCO2)C(=O)NC1CCCCC1	15	99	-12	-6	99	100	9	100	100	15	102

New compounds follow
item	molecule	Avidin fluor	HRas wt GTP bind	Mcl1-Bid inh	Pf gamet viab	Rac1 act GTP bind	Rab7 wt modul	Mcl1-Noxa inh	Cdc42 wt	Rab2 wt GTP	GSH bead fluor	Rac1 wt GTP bind
37	CC(C)NC(=S)NC(=O)/C=C/c1cccc2ccccc12	1	98	8	.	96	97	31	97	98	6	102
38	CCOC(=O)Cc1csc(NC(=O)CSc2nnc(-c3ccc(C)cc3)o2)n1	7	96	20	10	93	93	-2	95	94	36	93
39	CCNC(=S)NNC(=O)c1cccs1	5	100	-66	.	99	98	7	99	99	24	99
40	Cc1ccc(S(=O)(=O)NCCC(C)C)cc1[N+](=O)[O-]	12	99	2	-6	100	99	3	97	99	9	97
41	COC(=O)C1=CN(C2CC2)C=C(C(=O)OC)C1c1ccccc1OC	32	?	-21	.	?	?	-14	?	?	13	?
42	CCOC(=O)Cc1cc(=O)n2[nH]c(-c3ccc(C)cc3)cc2n1	4	103	-21	.	99	101	36	101	100	36	104
43	COC(=O)c1ccc2c(=O)n(Cc3ccco3)c(SCC(=O)Nc3ccc(C)c(Cl)c3)nc2c1	10	102	1	17	101	104	8	105	101	22	105
44	O=C(NCC1CCCO1)/C(=C/c1cn(-c2ccccc2)nc1-c1cccnc1)NC(=O)c1ccccc1 (stereo not given)	11	97	-7	-6	97	103	6	99	98	12	101
45	CCC(NC(=O)c1ccccc1NC(=O)c1ccco1)C(=O)O (stereo not given)	8	99	15	-7	94	97	15	99	96	43	99
46	OCCNC(=S)Nc1ccc(Oc2ccccc2)cc1	9	98	-34	-11	95	97	12	96	95	18	98
47	CCCc1ccccc1OCCNC(=O)c1cc(=O)n(C)c(=O)n1C	5	99	-13	.	97	109	-2	96	98	21	101
48	O=C(NC1CCCC1)C(Cc1ccccc1)n1cccc1 (stereo not given)	10	95	-28	.	98	96	11	97	99	24	95
49	O=C(CN1C(=O)NC2(CCSC2)C1=O)NCc1ccccc1 (stereo not given)	14	96	-27	7	97	96	1	97	96	24	96
50	Cc1ccc(CSCC(=O)N2CCN(c3ccc(F)cc3)CC2)cc1	36	95	-18	-1	93	94	-3	96	93	11	95
51	O=C(O)COc1ccccc1/C=N/NC(=O)c1ccc(F)cc1	11	95	-13	6	92	98	6	95	95	13	94
52	O=C(c1c(F)cccc1F)N1CCN(c2ccccc2F)CC1	9	99	-11	-11	99	96	13	103	98	5	102
53	CCOC(=O)Cn1cnc2sc3c(c2c1=O)CCC3	26	100	1	19	102	97	34	107	101	11	107
54	CC(Sc1nncs1)C(=O)Nc1ccc2c(c1)OCO2 (stereo not given)	9	101	-33	-2	101	103	8	100	99	12	102
55	[O-][N+]12CCN(CC1)c1ccccc12	35	101	2	.	100	102	-23	103	101	49	108
56	OCCCNC(=S)Nc1ccc2nc(-c3ccccn3)c(-c3ccccn3)nc2c1	7	104	-54	.	95	105	13	99	102	52	105

Rows were taken by chance; overall some 3% were active at least once.
